High-throughput results (PubChem)
Eya2 phos inh = qHTS Assay for Inhibitors of the Phosphatase Activity of Eya2; Protein phosphatase EYA2 (Homo sapiens), O00167; recombinant Eya2, OMFP fluorescence dephosphorylation (OMFP is methylfluorescein phosphate); Potency, µM (top dose mostly 76.9 µM), for inactives: at the highest dose activity, negative = inhibition, usual class: inhibitors; 0.006% of 330,000 active; AID 488837, 2010; note: potency is the fitted concentration of half-maximal effect; % is set by controls: 0 for no effect and ±100 for the full control effect
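Eya2 protein (added as 0.2 uM solution) was preincubated with compound for 10 min at ambient temperature in 50 mM HEPES pH 7.5, 50 mM NaCl, 5 uM MgCl2, 0.05% BSA, 1 mM DTT. OMFP (added at 50 uM) then reacted 10 min; fluorescence read at 485/525 nm.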
TSHR antag = Antagonists of the Thyroid Stimulating Hormone Receptor: HTS campaign; Thyrotropin receptor (Homo sapiens), P16473; TSHR-expressing cells, TSH-stimulated cAMP HTRF, 2 h; stronger effect = lower value; activity change, negative = inhibition, % at 11.5 µM; 0.2% of 330,000 active;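 active = activity change below a set negative limit, meaning inhibition stronger than a set level, cut at about -70% in these data; inconclusive = activity change between two set negative limits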; note: % is set by controls: 0 for no effect and ±100 for the full control effect
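TSHR-expressing cells, 200/well, pre-treated with compound, then stimulated with EC80 TSH (4nM final) for 2 hours at 37 deg C. cAMP measured by competitive HTRF: anti-cAMP cryptate antibody in lysis buffer plus cAMP-d2, read after 30 minutes at room temperature.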
MBNL1-CUG inh = qHTS Assay for Inhibitors of MBNL1-poly(CUG) RNA binding. Muscleblind-like protein 1 (Homo sapiens), Q9NR56. 0.036% of 280,000 active. TR-FRET MBNL1-His/biotin-(CUG)12 binding, 665/545 ratio. Potency, µM (highest dose often 57.5 µM), for inactives: top-dose activity change, negative = inhibition, actives largely listed as inhibitors; active = well fitted inhibition curve with a large enough effect in the signal ratio, with a control signal flat, not every such curve was filed as active; inconclusive = small, poorly fitted or top-dose-only effect, or effect the other way, or a change in a side signal; inactive = no such curve, though single readings can be large or run the other way; the % refers to the signal ratio; note: potency is the fitted concentration of half-maximal effect; % is set by controls: 0 for no effect and ±100 for the full control effect
Target sequence (Q9NR56 whole entry, looked up): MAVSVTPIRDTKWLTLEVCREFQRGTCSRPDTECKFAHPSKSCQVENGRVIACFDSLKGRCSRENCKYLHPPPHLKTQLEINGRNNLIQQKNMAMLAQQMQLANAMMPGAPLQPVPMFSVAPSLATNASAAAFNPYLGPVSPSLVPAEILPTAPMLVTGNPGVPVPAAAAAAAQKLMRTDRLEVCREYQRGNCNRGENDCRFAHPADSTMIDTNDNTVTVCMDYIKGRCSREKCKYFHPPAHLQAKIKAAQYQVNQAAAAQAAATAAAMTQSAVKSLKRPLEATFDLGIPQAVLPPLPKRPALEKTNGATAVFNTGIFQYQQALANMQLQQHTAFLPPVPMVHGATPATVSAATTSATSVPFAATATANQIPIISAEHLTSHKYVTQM
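TR-FRET readout: Ex 340 nm, 665/545 nm emission ratio, normalized to buffer-only (basal) and MBNL1-(CUG)12 controls. Complex of MBNL1-His with Biotin-(CUG)12, compounds 92 nM–58 uM, incubated 60 min at room temperature.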
ASM inhibitor = Inhibitors of Secretory Acid Sphingomyelinase (S-ASM): qHTS; placental ASM, HMU-PC fluorogenic substrate, 60 min; 0.006% of 340,000 active; AID 504937, 2011; Sphingomyelin phosphodiesterase (Homo sapiens), P17405; Potency, µM (highest dose often 57.5 µM), without a hit: at the top dose activity change, negative = inhibition, hits mostly inhibitors; note: potency is the fitted concentration of half-maximal effect
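HMU-PC0 cleavage (9 uM final) by human placental ASM, 60 min at 37 °C following 10 min compound exposure at RT; stopped at pH 10, fluorescence Ex 386/Em 447 nm.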
PKM2 act = qHTS Assay for Activators of Human Muscle isoform 2 Pyruvate Kinase | Pyruvate kinase PKM (Homo sapiens), P14618 | purified PKM2, Kinase-Glo ATP luminescence, activation; response scale: 0% is enzyme alone, no compound | Potency, µM (doses to about 57.5 µM), for inactives: at the top dose activation, actives largely listed as activators | 0.34% of 260,000 active | AID 1631, 2009; note: potency is the fitted concentration of half-maximal effect; % is set by controls: 0 for no effect and ±100 for the full control effect; nearly all actives have a fitted effect of over 55% in size
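ATP formation by purified human PK-M2, quantified via coupled luciferase luminescence after 1 h at room temperature with 0.1 mM ADP and 0.5 mM PEP final.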
BCR signal inh = qHTS Assay to Find Inhibitors of Chronic Active B-Cell Receptor Signaling; AID 493014, 2011; 0.05% of 340,000 active; ABC-DLBCL IkBa-CBG/CBR reporter, luminescence ratio, 4 h; Potency, µM (titrated, usually from 46.1 µM), inactives show at the highest dose ratio change, negative = lower green/red ratio, actives largely listed as inhibitors; active = well fitted inhibition curve with a large enough effect in the signal ratio, with a control signal flat, not every such curve was filed as active; inconclusive = small, poorly fitted or top-dose-only effect, or effect the other way, or a change in a side signal; the % refers to the signal ratio;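 note: potency is the fitted concentration of half-maximal effect; plate controls were basal doxycycline-induced cells for no effect and cells given 10 µM MG132 for full effect; MG132 reads +100%, hits lower the ratio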
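TMD8 human ABC-DLBCL cells with doxycycline-inducible IκBα–green luciferase fusion and unfused red luciferase, in 0.5% FBS medium; compounds up to 46 uM, 4 h at 37C. Green/red luminescence ratio, filter-overlap corrected, fitted to concentration-response curves.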
USP2a block = qHTS Assay for Inhibitors of Ubiquitin-specific Protease USP2a Using CHOP2 as the Reporter. USP2 core, Ub-CHOP2 coupled fluorogenic reporter, 485/531. Ubiquitin carboxyl-terminal hydrolase 2 (Homo sapiens), O75604. AID 463254, 2010. Potency, µM (doses to about 38.3 µM), inactives show at the top dose activity change, negative = inhibition, actives largely listed as inhibitors. 0.01% of 330,000 active;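 note: potency is the fitted concentration of half-maximal effect; plate controls were DMSO wells for no effect and full inhibition by NEM control for full effect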
Target sequence (O75604 whole entry, looked up): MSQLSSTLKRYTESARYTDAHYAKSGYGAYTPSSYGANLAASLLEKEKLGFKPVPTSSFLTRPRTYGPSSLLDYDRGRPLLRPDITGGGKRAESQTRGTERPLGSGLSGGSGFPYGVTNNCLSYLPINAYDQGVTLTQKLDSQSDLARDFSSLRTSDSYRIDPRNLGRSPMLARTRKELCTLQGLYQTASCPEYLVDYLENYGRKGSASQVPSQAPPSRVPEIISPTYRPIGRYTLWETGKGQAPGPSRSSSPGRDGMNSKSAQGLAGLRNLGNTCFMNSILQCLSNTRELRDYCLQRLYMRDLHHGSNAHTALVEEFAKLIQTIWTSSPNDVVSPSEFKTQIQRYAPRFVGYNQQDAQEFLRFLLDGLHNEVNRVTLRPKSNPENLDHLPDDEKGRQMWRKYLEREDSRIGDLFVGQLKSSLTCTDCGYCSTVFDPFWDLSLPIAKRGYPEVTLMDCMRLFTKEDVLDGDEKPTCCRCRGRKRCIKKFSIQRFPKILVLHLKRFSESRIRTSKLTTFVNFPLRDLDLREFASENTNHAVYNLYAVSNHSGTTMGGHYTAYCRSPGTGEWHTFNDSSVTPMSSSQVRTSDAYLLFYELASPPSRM
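Deubiquitinase activity read as fluorescence (485/531 nm) after Ub-CHOP2 cleavage activates the enterokinase reporter on its substrate; USP2 core 10nM, Ub-CHOP2 and substrate 25nM each, 30min compound preincubation then 60min RT; data normalized to NEM, curves fitted.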
Mito fusion yeast = qHTS Assay for Small Molecule Inhibitors of Mitochondrial Division or Activators of Mitochondrial Fusion. 0.23% of 320,000 active. S. cerevisiae fusion-defective mutant growth rescue, CellTiterGlo 48 h. AID 485298, 2010. Potency, µM (series often up to 46.1 µM), for inactives: at the highest dose growth rescue (activation), hits mostly activators;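 note: potency is the fitted concentration of half-maximal effect; % of control where 0% means no effect; nearly all actives have a fitted effect of over 45% in size; temperature-sensitive fusion mutants such as fzo1-1 at 37 °C on non-fermentable ethanol glycerol medium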
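Growth-rescue viability read-out: after 48 h at the non-permissive 37C in glycerol/ethanol YPEG, yeast mitochondrial fusion mutants are measured by CellTiterGlo luminescence; compounds (23 nl pinned per well) restoring growth score as division inhibitors or fusion activators.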
Menin-MLL TR inh = qHTS Assay for Inhibitors Targeting the Menin-MLL Interaction in MLL Related Leukemias: Competition With Texas Red Labeled MLL-derived Mutant Peptide; O00255; Menin + Texas Red MLL mutant peptide, fluorescence polarization; Potency, µM (series often up to 61.6 µM), for inactives: at the highest dose FP activity change, negative = inhibition, actives largely listed as inhibitors; 0.23% of 270,000 active; AID 1768, 2009; active = well fitted inhibition curve with a large enough effect in the polarisation, with a control signal flat, not every such curve was filed as active; inconclusive = small, poorly fitted or top-dose-only effect, or effect the other way, or a change in a side signal; inactive = no such curve, though single readings can be large or run the other way; the % refers to the polarisation; note: potency is the fitted concentration of half-maximal effect; % of control where 0% means no effect; many of its hits are not listed in these tables
GALK inhibitor = qHTS Assay for Inhibitors of Human Galactokinase (GALK). 0.007% of 270,000 active. Potency, µM (series often up to 57.5 µM), inactives show top-dose activity change, negative = inhibition, hits mostly inhibitors. P51570. AID 1868, 2009. Purified GALK, Kinase-Glo residual ATP luminescence; note: potency is the fitted concentration of half-maximal effect; % is set by controls: 0 for no effect and ±100 for the full control effect
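The enzyme phosphorylates galactose (100 uM) using ATP (35 uM); inhibition is detected as higher residual ATP, quantified by bioluminescence after 1 h reaction at room temperature, pH 8.0.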
KCNH2 WT inh = qHTS for Inhibitors of KCHN2 3.1: Wildtype qHTS; activity change, % at 1.84 µM; U2OS, BacMam KCNH2, thallium flux FluxOr; stronger effect = lower value; Voltage-gated inwardly rectifying potassium channel KCNH2 (Homo sapiens), Q12809; 0.37% of 340,000 active; AID 720551, 2013;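 active = maximum activity change below -70%; inconclusive = maximum activity change between -70% and -50%; inactive = maximum activity change above -50%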; note: % is set by controls: 0 for no effect and ±100 for the full control effect
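U2OS cells transduced with wild-type KCNH2 virus are loaded with FluxOr dye for 45 min, and thallium flux is measured in kinetic reads before and after stimulation buffer. Rate constants are normalized to DMSO controls.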
Active calls of the source: *; ? = inconclusive; / = no result given; & = joins results of further samples; [ ] = remark or other dose. Unless noted, calls come from the whole dose curve; as a rule, active = well fitted curve in the direction sought with a large enough effect; inconclusive = small, poorly fitted or top-dose-only effect, or another doubt; inactive = no such curve, though single readings can be large; an effect the other way counts as inactive or inconclusive. Not all compounds are listed. The share of hits here may be higher or lower than overall.

molecule	ASM inhibitor	MBNL1-CUG inh	TSHR antag	USP2a block	KCNH2 WT inh	Menin-MLL TR inh	Eya2 phos inh	BCR signal inh	Mito fusion yeast	GALK inhibitor	PKM2 act
CCSc1nc2ccccc2[nH]1	-3%&4%	2%&-2%	6&9	-3%&1%	22&4	-7%	-12%&-23%	-13%&-18%	1%&4%	0%&-3%	-19%&-4%
CSC1=N/C(=C/c2cccnc2)C(=O)N1Cc1ccc(Cl)cc1	172%[activator]	/	-5	1%	-2	/	-7%	-1%	-3%	-1%	0%
NS(=O)(=O)c1ccc(NC(=O)COC(=O)C2CC2)cc1	-2%	/	-11	0%	-1	/	-14%	-2%	/	/	/
CCCCNC(=O)C(=O)NCCCn1ccnc1	4%	-2%	7	8%	-2	25%	13%	8%	?	-1%	-11%
C=CCn1c(SCC(=O)Nc2ncc(Cc3ccc(Br)cc3)s2)nnc1-c1ccncc1	-8%	6%	-31	-1%	6	-11%	-7%	5%	-1%	-3%	-7%
c1ccc(-c2csc(Nc3nc(N4CCOCC4)nc(N4CCOCC4)n3)n2)cc1	-13%	-8%	-2	4%	5	28%	1%	1%	5%	4%	1%
O=C(NCc1ccc2c(c1)OCO2)C(=O)Nc1ccccc1	0%	-4%	5	6%	19	29%	12%	?	0%	0%	-5%
CCCCOC(=O)C1[C@H]2C(=O)N(CCc3ccccc3)C[C@]23C=C[C@H]1O3 (stereo partly drawn)	4%	2%	1	4%	-8	1%	17%	9%	-4%	6%	5%
CCN(CC)c1ccc(NC(=O)c2ccccc2F)cc1S(=O)(=O)Nc1ccccc1OC	-1%	-2%	-4	0%	-2	?	-6%	1%	7%	0%	-16%
O=C(CCC1CCN(C(=O)c2cccc(Cl)c2F)CC1)Nc1ccccc1	-2%	7%	-8	3%	-4	/	?	?	-4%	1%	-5%
O=C(O)C1C2C=CC(O2)C1C(=O)NCCC1=CCCCC1 (stereo not drawn)	-26%	-18%	-4	1%	0	23%	8%	7%	0%	-1%	1%
CN(C(=O)COC(=O)c1ccc(C#N)cc1)c1ccccc1	-3%[11.5 µM]	-11%	12	1%	-3	-17%	4%	2%	10%	1%	-1%
COc1cc(C(=O)NCCCCCCNC(=O)c2cc(OC)c(OC)c(OC)c2)cc(OC)c1OC	-1%	2%	3	4%	-5	?	-4%	?	3%	4%	-20%
C[C@H](CO)N1C[C@H](C)[C@@H](CN(C)S(C)(=O)=O)Oc2ccc(N(C)C)cc2C1=O	-1%	/	6	-3%	10	/	0%	-2%	/	/	/
Cc1ccc(C)c(NC(=S)N(Cc2cccc(Br)c2)CC2CCC(C(=O)O)CC2)c1 (stereo not drawn)	7%	-13%	-2	3%	/	?	-2%	23%	2%	-1%	-2%
COc1ccc(OC)c(C2C(C(=O)c3ccco3)=C(O)C(=O)N2Cc2cccnc2)c1 (stereo not drawn)	-1%	19%	-11	2%	9	/	-1%	-1%	-1%	0%	0%
O=S(=O)(c1cccc(-c2cn3cccnc3n2)c1)N1CCOCC1	212%[activator]	36%[activator]	29	-2%	15	-8%	-13%	0%	1%	3%	2%
O=[N+]([O-])c1ccc(NCCCN2CCOCC2)c(Cl)c1	-7%	?	5	0%	-6	2%	5%	7%	-17%	2%	1%
Cc1ccc(CNC(=O)CC(C)S(=O)(=O)c2ccc3c(c2)NC(=O)CS3)o1 (stereo not drawn)	1%	-5%	-1	10%	3	6%	11%	0%	-2%	0%	/
Cc1ccc2nc(-c3ccccc3)c(CC(=O)O)c(C(=O)O)c2c1	4%	3%	-11	0%	-6	-18%	-3%	1%	19%	1%	1%
Cc1cc(C(=O)NCCCN2CCCC2=O)cs1	0%	1%	1	0%	-29	2%	8%	-1%	-9%	2%	7%
Cn1cc(C(=O)NCCO)c(=O)c2ccccc21	-3%	1%	10	0%	1	10%	6%	-2%	5%	2%	-7%
Cc1ccc(CNS(=O)(=O)c2ccc3c(c2)n(C)c(=O)n3C)cc1	-2%	-3%	3	1%	2	-26%	18%	-8%	13%	/	/
CCSc1cnc(-c2ccccc2)n1CC	-2%	-4%	-15	-5%	1	-23%	14%	15%	-12%	-2%	-8%
CNC(=O)c1c(NC(=O)c2cccc(C)c2)sc2c1CCC2	2%	5%	-22	-10%	-4	58%[activator]	-17%	?	-7%	8%	-2%[11.5 µM]
CN1CCN(/C=C(\C#N)S(=O)(=O)c2ccc(Cl)cc2)CC1	1%	/	10	7%	-4	/	-21%	16%	-6%	-1%	2%
Cn1c(-c2cccc(Br)c2)n[nH]c1=O	-4%	-1%	21	0%	3	11%	9%	0%	-3%	0%	0%
Cc1ccc(-n2c(SCC(=O)N3CCCC3)nc3c(c2=O)SCC3)cc1	/	18%	1	-1%	/	-13%	-1%	4%	-4%	0%	-13%
Cc1cccc(N(CC(=O)NC2CCCCC2)C(=O)c2ccc(C)s2)c1	-1%	-11%	-3	-6%	8	-5%	1%	2%	4%	1%	-1%
O=C(Cn1nc(-c2ccc(Cl)cc2)ccc1=O)NCC1CCCO1 (stereo not drawn)	-4%	?	-5	-1%	-2	-1%[11.7 µM]	3%	2%	-2%	2%	1%
O=C(CN1CCCCC1)Nc1ccc(NC(=O)c2ccccc2Cl)cc1Cl	-1%	0%	7	-4%	-8	11%	3%	-7%	16%	/	-3%
Cc1ccc(S(=O)(=O)N2[C@@H](c3cccc(Cl)c3)C(C(=O)O)=CC[C@H]2c2ccc3c(c2)OCO3)cc1	1%	/	1	3%	-12	/	30%	2%	-10%	/	/
CCN(Cc1ccccc1)S(=O)(=O)c1ccc(C(=O)Nc2nnc(C3CC3)o2)cc1	-14%	-2%	1	-10%	9	9%[11.7 µM]	-2%	-13%	-2%	1%	-14%
Oc1ccc2ccccc2c1C=Nc1ccccc1	-1%	5%	15	5%	-6	-8%	20%	?	0%	-2%	19%
O=C(Nc1ccc2c(c1)OCO2)C1CCN(Cc2cnn(-c3ccccc3)c2-n2cccc2)CC1	-4%	?	9	0%	16	-15%	-7%	?	-4%	0%	6%
CN(CC(=O)NC1CCCc2ccccc21)S(=O)(=O)c1cccs1 (stereo not drawn)	6%	-4%	7	2%	-6	-13%	8%	1%	-2%	/	5%
O=C(O)c1cc(NC(=O)c2ccc(Cl)c([N+](=O)[O-])c2)cc(C(=O)O)c1	7%	?	20	2%	-6	?	-15%	0%	2%	-3%	-24%
O=C(C[n+]1ccc(C(=O)NCCCO)cc1)c1cccc(Br)c1	2%	?	-9	0%	7	/	2%	?	0%	1%	-1%
